SENP7 block: SENP7 protease inhibition; Q9BQF6; recombinant SENP7, Z-RLRGG-aminoluciferin luminescence, 40 min; inhibition, % at 5 µM; hit rate 1.5% among 330,000; AID 434973;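 active = inhibition above about 50% at the single test dose, limit read from the data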;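 note: plate controls were DMSO with enzyme for no effect and no enzyme buffer wells for full effect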
Target sequence (Q9BQF6 706-1050 limits assumed): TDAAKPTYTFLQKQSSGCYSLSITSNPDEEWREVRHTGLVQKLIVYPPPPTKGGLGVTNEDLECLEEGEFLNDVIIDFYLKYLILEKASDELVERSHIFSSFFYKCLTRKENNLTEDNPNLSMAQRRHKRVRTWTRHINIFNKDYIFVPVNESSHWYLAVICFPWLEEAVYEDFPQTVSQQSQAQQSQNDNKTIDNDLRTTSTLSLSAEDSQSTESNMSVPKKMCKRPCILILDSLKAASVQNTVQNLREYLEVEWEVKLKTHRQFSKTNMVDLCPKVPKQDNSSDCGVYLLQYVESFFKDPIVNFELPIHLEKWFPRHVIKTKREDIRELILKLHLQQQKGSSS
697 NFkB inh: inhibitors of the PMA/ionomycin-induced NF-kB reporter in 697 B cells; 697 B-cell NF-kB luciferase reporter, 16 h; inhibition, % at 4 µM; hit rate 0.33% among 330,000; AID 435022; in the data active = inhibition above about 35%
Gli-Sufu block: antagonists of Gli-Sufu signaling. Sufu-KO-LIGHT fibroblasts, Gli luciferase reporter luminescence. inhibition, % at 5 µM. hit rate 0.74% among 340,000. AID 588413;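 active = inhibition above about 55%, limit read from the data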;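 note: 0% = DMSO-treated cells and 100% = wells with medium but no cells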
UBC13 inh: human UBC13 polyubiquitination inhibition. UBC13 polyubiquitin chain formation, TR-FRET. P61088. inhibition, % at 20 µM. hit rate 0.47% among 330,000; in the data active = inhibition above about 45%, passing the limit was not always enough
Target sequence (P61088 whole entry, looked up): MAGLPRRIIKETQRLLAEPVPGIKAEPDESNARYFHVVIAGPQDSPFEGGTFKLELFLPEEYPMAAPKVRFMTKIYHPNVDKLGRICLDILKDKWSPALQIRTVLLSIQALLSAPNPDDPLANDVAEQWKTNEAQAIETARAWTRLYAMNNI
SENP8 inh: SENP8 protease inhibition; hit rate 1.2% among 330,000; inhibition, % at 10 µM; purified SENP8, Z-RLRGG-aminoluciferin cleavage, luminescence; Q96LD8; AID 2540
Target sequence (Q96LD8 whole entry, looked up): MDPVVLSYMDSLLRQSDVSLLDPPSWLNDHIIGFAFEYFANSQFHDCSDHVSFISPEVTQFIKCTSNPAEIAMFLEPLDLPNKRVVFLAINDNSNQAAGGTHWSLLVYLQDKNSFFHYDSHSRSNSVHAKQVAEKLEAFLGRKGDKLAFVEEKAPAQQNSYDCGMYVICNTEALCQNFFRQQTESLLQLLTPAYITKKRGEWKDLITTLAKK
HKDC1 inh: inhibitors of human hexokinase HKDC1 | Q2TB90 | recombinant HKDC1, G6PDH/diaphorase resazurin coupled fluorescence | inhibition, % at 20 µM | hit rate 0.16% among 340,000 | AID 493160;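 active = inhibition above about 35% when tested at 20 µM, limit read from the data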;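 note: plate controls were DMSO wells with enzyme for no effect and DMSO wells lacking enzyme for full effect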
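Material: recombinant HKDC1 hexokinase; Amount: HKDC1 at 5 µg/mL; Medium: Tris pH 8.0 buffer with MgCl2, Tween-20, BSA, BME; Schedule: 90 min reaction incubation at room temperature, dark; Technique: coupled resazurin fluorescence, excitation 525 nm, emission 613 nm.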
Jurkat NFkB inh: inhibitors of the PMA/ionomycin-induced NF-kB reporter in Jurkat cells. hit rate 0.53% among 330,000. PMA/ionomycin-induced NF-kB luciferase reporter, luminescence. AID 435003. inhibition, % at 4 µM
Apaf-1 inh: inhibitors of human Apaf-1 apoptosome; hit rate 0.71% among 330,000; inhibition, % at 20 µM; reconstituted apoptosome caspase-3 activity, DEVD-Rh110 fluorescence; O14727; active = inhibition of at least 40% at 20 µM;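 note: plate controls were DMSO wells for no effect and DEVD-CHO caspase inhibitor wells for full effect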
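Assay system – apoptosome proteins · Medium – Hepes buffer, pH 7.5 · Also added – cytochrome c with DEVD-Rh110 · Timing – 30 min compound preincubation, 50 min activation, room temperature · Detection – Rh110 fluorescence, excitation 480 nm, emission 540 nm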
The depositor's hits bear a star; . = not tested or not shown. Cut-off read from the data, not from the text of the source, unless noted: active = inhibition above about 50%; inactive = the rest.

Molecule	SENP7 block	697 NFkB inh	Gli-Sufu block	UBC13 inh	SENP8 inh	HKDC1 inh	Jurkat NFkB inh	Apaf-1 inh
Cn1cnnc1Sc1ccc(/C=C/C(=O)c2ccc(O)cc2)cc1[N+](=O)[O-]	-6	-21	-3	-7	7	14	19	7
N#Cc1ccccc1S(=O)(=O)N1CCN(CC(O)COc2ccccc2F)CC1 (stereo not given)	-8	-14	6	-4	0	-5	-15	6
O=C(C1=C(O)C(=O)N(CC2CCCO2)C1c1ccc(Cl)cc1Cl)c1ccco1 (stereo not given)	-11	5	-5	-19	-4	-1	-2	8
O=C(Cn1cc2c(n1)CCCCC2)NCCCN1CCOCC1	-5	7	-6	2	-1	-7	13	-7
NS(=O)(=O)c1ccc(Nc2nc(-c3ccc(F)cc3)cs2)cc1	-5	4	3	11	-5	15	16	13
O=C(N/C(=C\c1ccc2c(c1)OCO2)C(=O)N1CCOCC1)c1ccccc1Br	0	10	19	2	0	-4	7	0
Cc1cc(C)n(-c2ccc(C(=O)NCCCN3CCOCC3)cc2)n1	-7	-38	-3	-5	0	-9	-3	-5
O=S(=O)(c1ccc2ccccc2c1)N(CC(O)COCc1ccco1)c1ccccc1 (stereo not given)	4	11	-17	19	2	4	11	2
CCCS(=O)(=O)N1CCN(C(=O)c2ccccc2F)CC1	7	1	-3	2	-2	-5	-3	-1
O=C(NCc1nnc(SCC(=O)N2CCN(c3ccccc3)CC2)o1)c1c(F)cccc1F	-12	-7	-1	-6	-8	-6	-14	3
OCn1ncn(-c2ccccc2)c1=S	-3	-1	-4	-2	-9	1	11	-9
CC(C)CCNC(=O)C(C)N(Cc1ccc(F)cc1)C(=O)c1ccc(CN2CCCCC2)o1 (stereo not given)	5	13	42	1	6	1	-2	-7
O=C(O)CCCC(=O)Nc1ccc(Oc2ncnc3cc(Cl)ccc23)nc1	-9	6	2	6	-9	2	14	-7
CCOc1ccc(C(=O)Nn2cnnc2)cc1	0	0	-15	0	-2	-7	13	-21
CCN(CCn1cccn1)C(=O)CCc1nnc(CCCc2ccccc2)o1	-12	-63	30	0	-10	-7	-64	-3
CCOC(=O)c1[nH]ncc1CN1CCN(Cc2ccc(C)cc2)C(CCO)C1 (stereo not given)	-10	-20	12	-8	-8	-7	-11	-5
Cc1nnc2sc(-c3cccc4ccccc34)nn12	3	10	11	-1	2	-3	9	-5
CCOC(=O)CCNC(=O)CNC(=O)OCc1ccccc1	5	17	-1	2	4	-9	-4	-20
CCCN1C2CCCC1CC(NC(=O)c1cccc([N+](=O)[O-])c1)C2 (stereo not given)	-4	-15	29	-7	-4	-2	-19	-1
CC(=O)c1ccc(NC(=S)NC(=O)/C=C/c2ccco2)cc1	3	-8	-22	-19	2	-4	-4	3

Entries of single compounds as entered above. Screens in order: SENP7 block, 697 NFkB inh, Gli-Sufu block, UBC13 inh, SENP8 inh, HKDC1 inh, Jurkat NFkB inh, Apaf-1 inh
`CCCN1C2CCCC1CC(NC(=O)c1cccc([N+](=O)[O-])c1)C2` (stereo not given) in the list: -4, -15, 29, -7, -4, -2, -19, -1
`O=C(C1=C(O)C(=O)N(CC2CCCO2)C1c1ccc(Cl)cc1Cl)c1ccco1` (stereo not given) in the list: -11, 5, -5, -19, -4, -1, -2, 8
`CCOc1ccc(C(=O)Nn2cnnc2)cc1` in the list: 0, 0, -15, 0, -2, -7, 13, -21

Back to the main list; the 2 compounds before the break are reprinted first.
Molecule	SENP7 block	697 NFkB inh	Gli-Sufu block	UBC13 inh	SENP8 inh	HKDC1 inh	Jurkat NFkB inh	Apaf-1 inh
CCCN1C2CCCC1CC(NC(=O)c1cccc([N+](=O)[O-])c1)C2 (stereo not given)	-4	-15	29	-7	-4	-2	-19	-1
CC(=O)c1ccc(NC(=S)NC(=O)/C=C/c2ccco2)cc1	3	-8	-22	-19	2	-4	-4	3
COc1ccc(C2N3CC4(C)CN2CC(C)(C3)C4)cc1OC (stereo not given)	-13	-21	0	-8	-8	-4	-15	9
CCOCc1nnc(NC(=O)c2cc(C(=O)OC)cc([N+](=O)[O-])c2)s1	-2	15	-2	-7	2	-8	-19	2
CC(C)(C)c1sc(N)nc1-c1ccccc1	7	10	-6	1	3	1	2	-15
CC(C)(C)OC(=O)C[C@@H]1C/C=C\C[C@@H](CC(=O)N(CCO)Cc2ccccc2)C(=O)N[C@H](Cc2ccccc2)COC1=O	0	13	17	10	2	-1	11	6
CCN(CC)CCn1c(=S)[nH]c2cc3c(cc2c1=O)OCO3	3	-7	-8	13	2	-4	3	-6
CCOc1ccc(C(=O)OCC(=O)Nc2cccc(S(=O)(=O)N3CCCC3)c2)cc1	2	14	-5	8	5	7	11	8
CC(=O)N/C(=C\c1ccc(C)cc1)C(=O)O	-2	7	-9	6	-2	-9	-10	-6
O=C(NNc1cc(Cl)ccc1Cl)c1cccs1	-8	-9	16	-2	-8	-3	10	2
CSc1nsc(SCC(=O)Nc2ccc(O)c(C(=O)O)c2)n1	2	3	6	12	-1	1	21	2
CCCCCCCCCC(=O)NNC(=O)c1c(O)c2ccccc2n(CCC)c1=O	-2	10	2	-10	4	-7	11	4
CS(=O)(=O)N1CCC(C(=O)NCc2ccco2)CC1	5	15	3	-2	-1	13	3	-19
O=[N+]([O-])c1ccc(Oc2ccc(S(=O)(=O)N3CCCCC3)cc2)cc1	-5	12	0	8	-6	2	20	11
CC(=O)N1CCC2(CC1)NC(=O)N(c1ccccc1)N2	-1	7	7	20	-2	-4	12	-11
COC(=O)C1=C(C)Nc2nnnn2C1c1ccccc1Cl (stereo not given)	0	-7	25	-3	-1	-3	7	4
CCC(NC(=O)COC(=O)C1CC2CCCC(C1)C2=O)c1ccc(Br)cc1 (stereo not given)	-7	18	-3	-1	-2	3	18	15
CCn1c(SCC(=O)c2c(N)n(C3CC3)c(=O)[nH]c2=O)nnc1-c1ccccc1OC	5	9	1	-1	-3	-7	-1	5
O=c1c2cc(Cl)ccc2nc(-c2ccc(Cl)c(Cl)c2)n1O	9	4	-4	4	15	5	15	7
COc1ccc(CC(=O)NNC(=O)c2ccc(SCc3cc(F)ccc3F)c([N+](=O)[O-])c2)cc1	-1	23	.	5	2	-1	-14	3
Cc1ccc(-n2c(=O)c3c4c(sc3n3c(=S)[nH]nc23)CCC4)cc1	6	15	7	5	3	9	9	-2
COc1ccc(CCNC(=O)c2cc(Cl)nc3ccccc23)cc1	-1	3	17	0	3	-3	0	6
CC1CCN(c2ccccc2NC(=S)NC(=O)c2cccs2)CC1	2	-17	25	11	-7	-3	-7	0
O=C(C[C@H]1C/C=C/CC[C@H](Cc2ccc(F)cc2)C(=O)O[C@H](c2ccccc2)CNC1=O)NCCO	4	-5	-14	0	-6	-3	-4	-5
COC(=O)Nc1nnc(-c2ccccc2OC)s1	67*	-84	-57	1	33	-1	-35	-8
Cc1cc(C)c(NC(=O)C(C)N2CCCCCC2)c(C)c1 (stereo not given)	-4	-22	4	-10	4	3	-9	3
CCN(CC(=O)NCc1ccc(F)cc1)C(=O)c1oc2ccccc2c1C	0	8	-8	3	2	-8	1	4
COC(=O)COc1cccc(NC(=O)c2ccc(Cl)cc2)c1	3	11	-2	11	-7	-8	13	4
COc1ccc(-c2nnc(SCC(=O)NCc3cccs3)n2CC(C)C)cc1	1	15	-9	-2	5	1	0	-18
CCC(=O)Nc1nnc(SCc2ccccc2F)s1	-9	-33	-2	-8	-14	-7	-2	-1
Cc1ccc(CNC(=O)CCS(=O)(=O)c2ccc3nc(C)sc3c2)cc1	-5	-1	-1	0	3	-8	2	-4
CN(C)c1nc(NN)nc(Nc2ccc(F)cc2)n1	-1	12	11	-19	-8	-1	-12	14
Cc1ccccc1OCc1nnc(SCC(=O)Nc2ccc3nc(SCC(=O)Nc4ccccc4)sc3c2)n1C	7	-2	-1	-9	0	-5	2	1
COc1ccc2[nH]c(=O)c(CN(C(=O)NC3CCCCC3)C3CCCCC3)cc2c1	-3	-3	34	6	0	2	-11	1
COc1ccc([C@@H]2[C@@H]3C(=O)N(C(C)(C)C)C(=O)[C@@H]3[C@]3(C)C(=O)N(c4ccccc4)C(=O)N23)cc1	2	-1	-4	5	4	-1	7	-4
CCCOc1ccc(-c2nc(SCc3ccccc3)[nH]c(=O)c2C#N)cc1OC	1	2	-9	3	9	10	-1	20
NC(=O)C1CCN(Cc2nc3cc(Cl)ccc3c(=O)[nH]2)CC1	9	11	-9	-5	-3	-11	15	-2
CC12CCC(C/C1=N/OC(=O)c1cccc([N+](=O)[O-])c1)C2(C)C (stereo not given)	9	19	8	2	8	-3	9	14
S=C(NCC1CCCO1)Nc1cccc2ccccc12 (stereo not given)	4	1	-2	1	9	-7	-2	7
O=C(COc1ccc(Br)cc1)NCCNC(=O)c1ccccn1	-7	-1	-4	0	3	-2	8	3
CCOc1ccc(-n2c(SCC(=O)Nc3cc(OC)c([N+](=O)[O-])cc3C)nc3ccccc32)cc1	-6	-37	35	-31	-10	-9	-6	6
CN1/C(=C\P(=O)(N(C)C)N(C)C)C(C)(C)c2ccccc21	3	-8	76*	9	0	-6	31	-8
CCCCNC(=O)Nc1cc(C(F)(F)F)c[nH]c1=O	-2	-14	-3	5	-3	3	11	4
COCCN(CCOC)Cc1c(O)ccc2c1O/C(=C\c1ccc(C)o1)C2=O	3	4	-5	-25	-4	5	-5	12
CC(C)CN(CC(C)C)C(=O)CN1C(=O)NC2(CCCc3ccccc32)C1=O (stereo not given)	-5	17	11	3	2	-4	4	6
O=c1[nH]c(=O)c2nc(-c3ccc(Cl)cc3)cnc2[nH]1	1	14	-3	9	1	-4	11	-2
CC12CCC(C(=O)Nc3ccc(SC(F)F)cc3)(CC1=O)C2(C)C (stereo not given)	-5	-37	46	2	3	-8	-13	-6
O=C(Nc1ccc(Cc2ccncc2)cc1)c1cc(F)c(F)cc1Cl	-3	22	-7	8	-4	-7	17	-4
CC(=O)c1cccc(NC(=O)c2cccc(S(=O)(=O)N(C)C)c2)c1	5	12	-4	4	-1	-9	3	-9
CN(CCOC(=O)c1ccc2c(c1)OCO2)C(C)(C)C	9	18	-3	-2	7	-2	-3	-1
CCOC(=O)c1sc(N(Cc2ccccc2)C(=O)COC(=O)c2cnccn2)nc1C	1	-7	-8	2	-5	-10	0	12
Cc1ccc(NC(=S)NNC(=O)c2c(Cl)c(C)nn2C)cc1	13	6	5	3	1	-6	0	3
CCn1nc(C(=O)OCC(=O)c2cc(C)n(Cc3cccs3)c2C)c2ccccc2c1=O	-5	-19	0	0	-7	-3	4	16
CCC(=O)c1ccc(N2CCN(C(=O)COc3ccccc3F)CC2)c(F)c1	4	15	1	4	14	-2	6	20
CCOc1ccccc1N1CCN(S(=O)(=O)c2cc(C)ccc2OC)CC1	2	5	4	6	14	9	-6	7
COC(=O)CCC(=O)N1CN2CN(C(=O)CCC(=O)OC)CC([N+](=O)[O-])(C2)C1	8	19	-2	4	0	2	4	-152
CC(=O)N(/C=C1\SC(=S)N(c2ccccc2)C1=O)c1ccccc1	27	8	-3	-7	16	4	2	-5
CC1CCc2c(sc(N)c2C(N)=O)C1 (stereo not given)	-5	-17	-4	-3	-9	1	-9	14
Cc1cccc(C(C)C)c1-n1nnnc1-c1ccccc1	-8	-5	14	-1	-3	2	-15	6
OC(CN1CCCCC1)CN1CCCCC1	6	-19	0	1	3	-6	-7	5
COc1cccc(NC(=O)COc2ncnc3sc(C)c(C)c23)c1	-1	10	1	6	0	-2	0	-6
COCc1cc(C)nc2sc(C(=O)N3CCCC3)c(N)c12	-1	8	4	0	-8	-8	10	-14

Screening data deposited in PubChem BioAssay by Sanford-Burnham Center for Chemical Genomics.
